USP1 inh – blocks the human USP1/UAF1 deubiquitinase complex | recombinant USP1/UAF1, Ub-Rhodamine cleavage fluorescence | hit rate 0.23% among 390,000 | Potency, µM (series often up to 57.1 µM), without a hit: top-dose activity change, negative = inhibition, actives largely listed as inhibitors | AID 743255 | O94782; also: % is scaled to controls: 0 for no effect and ±100 for the full control effect; nearly all actives have a fitted effect of over 60% in size; inactives centre near -12
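1 nM enzyme complex + cpd, 15 min RT; start with Ub-Rho 150nM final; kinetic fluorescence ex 480/em 540, 6 reads q60 s. Buffer 50mM HEPES pH 7.8, 0.5mM EDTA, 0.1 mg/ml BSA, 1mM TCEP, 0.01% Tween-20.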
Vif-APOBEC3F blk – Vif-A3F binding inhibition; HeLa A3F-eYFP + Vif (tagged APOBEC3F with the HIV-1 protein that degrades it), YFP fluorescence increase; Potency, µM (series often up to 46.1 µM), for inactives: at the highest dose activity, negative = active; hit rate 0.2% among 390,000; AID 602313; also: % of control where 0% means no effect; nearly all actives have a fitted effect of over 65% in size
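Fluorescence increase (Ex 488/Em 500-530) after overnight compound treatment at 37 deg C flags inhibition of Vif-driven A3F-eYFP loss in stable HeLa A3F-eYFP/Vif cells seeded overnight beforehand.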
Vif-APOBEC3G blk – blocks the Vif interaction with human APOBEC3G; Q9HC16; HeLa A3G-eYFP + Vif (tagged APOBEC3G with the HIV-1 protein that degrades it), YFP fluorescence, overnight; Potency, µM (titrated, usually from 46.1 µM), without a hit: top-dose activity, negative = active, usual class: inhibitors; hit rate 0.076% among 410,000;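 also: % is scaled to controls: 0 for no effect and ±100 for the full control effect; nearly all actives have a fitted effect of over 60% in size; hits raise eYFP signal because A3G escapes Vif-driven loss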
Target sequence (Q9HC16 whole entry, looked up): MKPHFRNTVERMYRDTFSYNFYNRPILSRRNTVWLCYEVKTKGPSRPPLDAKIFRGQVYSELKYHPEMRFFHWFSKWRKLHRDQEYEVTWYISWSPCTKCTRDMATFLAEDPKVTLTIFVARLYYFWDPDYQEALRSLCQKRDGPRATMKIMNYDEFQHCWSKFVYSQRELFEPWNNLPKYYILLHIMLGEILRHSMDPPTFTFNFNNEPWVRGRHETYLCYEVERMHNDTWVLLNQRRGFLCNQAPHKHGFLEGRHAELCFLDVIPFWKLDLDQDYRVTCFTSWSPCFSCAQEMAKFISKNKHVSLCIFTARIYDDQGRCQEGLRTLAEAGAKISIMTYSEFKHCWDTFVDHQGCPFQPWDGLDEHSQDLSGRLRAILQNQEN
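Read-out is eYFP fluorescence (Ex 488/Em 500-530) from Vif-expressing HeLa A3G-eYFP cells; more signal means A3G escaped Vif-mediated degradation. Cells plated overnight, compound pinned in, incubated overnight at 37 deg C.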
TrxR1 substrate – rat thioredoxin reductase 1 substrate activity. O89049. purified TrxR1 substrate turnover, NADPH consumption readout. Potency, µM (titrated, usually from 114 µM), for inactives: top-dose activity change, negative = substrate turnover. hit rate 0.01% among 390,000; also: % is scaled to controls: 0 for no effect and ±100 for the full control effect; nearly all actives have a fitted effect of over 50% in size
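Rat TrxR1, dispensed at 90 nM, was prereduced with 400 uM NADPH (final) for 5 min at ~22 deg C, then incubated with compound 15 min before 400 uM selenite. A first-read NADPH fluorescence drop versus no-compound background flagged substrates.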
ALOX12 inh – inhibitors of human 12S-lipoxygenase ALOX12; P18054; purified 12hLO, xylenol orange hydroperoxide absorbance; Potency, µM (titrated, usually from 108 µM), for the others: at the highest dose activity change, negative = inhibition, hits mostly inhibitors; hit rate 1.1% among 580,000; AID 1671190; also: % is scaled to controls: 0 for no effect and ±100 for the full control effect
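Purified human 12hLO (150 nM final) in 25 mM Hepes, 0.01% Triton X-100, pH 7.0 was preincubated 15 min at room temperature with compound. Then 40 uM arachidonic acid was added, 30 min. Hydroperoxide was read by Fe-XO absorbance ratio 573/405 nm.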
rTrxR1 inhibitor – rat TrxR1 inhibition; O89049; AID 588453; Potency, µM (titrated, usually from 114 µM), without a hit: top-dose activity change, negative = inhibition, most hits filed as inhibitors; recombinant rTrxR1, NADPH fluorescence consumption, selenite substrate; hit rate 1% among 390,000; also: % is scaled to controls: 0 for no effect and ±100 for the full control effect; nearly all actives have a fitted effect of over 65% in size
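Rat TrxR1 (90 nM in the dispensed reagent) was pre-reduced with 400 uM NADPH for 5 min at room temperature, then incubated with compound for 15 min. After 400 uM selenite was added, NADPH fluorescence (Ex 340/Em 450 nm) was followed for 8 min.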
RXFP1 agonist – RXFP1 (human) receptor agonism. Q9HBX9. HEK293T-RXFP1 cAMP TR-FRET, 30 min; response scale: percent of porcine relaxin response, buffer zero. Potency, µM (series often up to 57.5 µM), for the others: at the top dose activation, actives largely listed as activators. hit rate 0.3% among 370,000; also: % is scaled to controls: 0 for no effect and ±100 for the full control effect; nearly all actives have a fitted effect of over 60% in size; many of its hits are not listed in these tables
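HEK293 cells stably expressing RXFP1, treated 30 min at 37C with compounds plus PDE4 inhibitor Ro 20174; cAMP measured by HTRF TR-FRET. Normalized to buffer and 29 nM porcine relaxin; EC50 by Hill fit.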
RGS4 inhibitor – blocks human RGS4-accelerated GTP hydrolysis. hit rate 0.039% among 390,000. Potency, µM (doses to about 114 µM), without a hit: at the top dose activity change, negative = inhibition, actives largely listed as inhibitors. P49798. Transcreener GDP fluorescence polarization, RGS4-accelerated GTP hydrolysis; also: % is scaled to controls: 0 for no effect and ±100 for the full control effect; nearly all actives have a fitted effect of over 75% in size; some results filed as inactive show a strong effect at the top dose
Target sequence (P49798 whole entry, looked up): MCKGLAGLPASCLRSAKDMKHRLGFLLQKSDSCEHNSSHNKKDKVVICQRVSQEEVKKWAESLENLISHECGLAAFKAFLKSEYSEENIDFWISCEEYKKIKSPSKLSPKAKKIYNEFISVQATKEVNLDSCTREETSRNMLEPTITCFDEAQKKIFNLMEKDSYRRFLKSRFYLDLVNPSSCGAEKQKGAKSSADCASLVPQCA
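MLSMR compounds (23 nl, pin-transferred) preincubated 10 min at room temperature with a 500nM (2x) first reagent, then RGS4 at 900nM (2x) plus Transcreener GDP mix added; fluorescence polarization (620/688 nm) read before and after 90 min at 30 °C.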
IDH1 R132H inh – blocks human mutant IDH1 R132H enzyme | Potency, µM (titrated, usually from 76.6 µM), for inactives: at the top dose activity change, negative = inhibition, most hits filed as inhibitors | IDH1-R132H enzyme, NADPH consumption, diaphorase/resazurin fluorescence | AID 602179 | hit rate 0.093% among 390,000 | O75874; also: % is scaled to controls: 0 for no effect and ±100 for the full control effect; nearly all actives have a fitted effect of over 65% in size
Target sequence (O75874 whole entry R132H, stated change not applied): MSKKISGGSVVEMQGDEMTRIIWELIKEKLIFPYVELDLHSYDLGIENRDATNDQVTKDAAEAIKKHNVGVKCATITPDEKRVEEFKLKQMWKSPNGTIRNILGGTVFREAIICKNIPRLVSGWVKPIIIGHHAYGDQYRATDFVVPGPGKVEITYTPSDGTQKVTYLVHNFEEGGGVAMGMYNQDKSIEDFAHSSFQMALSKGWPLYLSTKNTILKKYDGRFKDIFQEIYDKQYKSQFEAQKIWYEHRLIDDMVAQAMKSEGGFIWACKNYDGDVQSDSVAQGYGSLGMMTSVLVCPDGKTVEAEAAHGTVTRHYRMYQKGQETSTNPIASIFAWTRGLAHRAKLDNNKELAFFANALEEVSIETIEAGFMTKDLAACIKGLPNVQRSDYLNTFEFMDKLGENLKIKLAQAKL
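IDH1-R132H (0.5 ug/mL dispensed) in pH 7.5 Tris buffer was preincubated 30 min with compound, then given a substrate mix of 0.016 mM NADPH and 2 mM alpha-KG for 80 min at room temperature; remaining NADPH was read by diaphorase/resazurin fluorescence.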
* = called active by the depositor; ? = inconclusive; / = not tested or not shown; & = joins results of further samples; [ ] = remark or other dose. Calls follow the shape of the dose curve; as a rule, active = well fitted curve in the direction sought with a large enough effect; inconclusive = small, poorly fitted or top-dose-only effect, or another doubt; inactive = no such curve, though single readings can be large; an effect the other way counts as inactive or inconclusive. Potency is read from the fitted curve at half-maximal effect. The list is partial. The share of hits here may be higher or lower than overall.

SMILES	USP1 inh	Vif-APOBEC3F blk	Vif-APOBEC3G blk	TrxR1 substrate	ALOX12 inh	rTrxR1 inhibitor	RXFP1 agonist	RGS4 inhibitor	IDH1 R132H inh
O=C(NC1CC2CCCC(C1)N2S(=O)(=O)c1ccccc1)C1CCCCC1 (stereo not given)	-14%	-1%	0%	7%	18%	22%	1.0%	-18%	-4%
N#CC(C(=O)NCc1ccccc1)c1nc2ccccc2nc1N1CCCC1 (stereo not given)	?	10µM*	-1%	11%	0%	6%	6.0%	-18%	2%
COC(=O)[C@@]12CCCN1[C@H](c1ccc(SC3CCCCC3)cc1)[C@H]1C(=O)N(C)C(=O)[C@H]12	-7%	1%	2%	-9%	?	12%	-1.0%	4%	-15%
CC1(CCc2ccccc2)NC(=O)N(CC(=O)Nc2c(F)cccc2F)C1=O (stereo not given)	-21%	1%	-7%	4%	-1%	19%	/	-5%	7%
c1coc(Cn2c(SCc3nc4ccccc4[nH]3)nnc2-c2cnccn2)c1	1%	/	-2%	1%	?	?	0.6%	46%	3%
COc1cc(OC)c(NC(=O)CNC(=O)Cn2ccc3ccccc3c2=O)cc1Cl	0%	-13%	-1%	9%[57.1 µM]	0%	15%[57.1 µM]	27%	-4%	-1%
O=C(COC(=O)c1ccccc1Br)Nc1nnc(-c2ccccc2)o1	2%	-1%	0%	-5%	3%	4%	-0.6%	19%	-6%
CC(CCc1ccccc1)NC(=O)c1ccc(NC(=O)c2ccccc2)cc1 (stereo not given)	-16%	0%	3%	0%	-17%	16%	-0.2%	-21%	2%
COc1ccc(CCNC(=O)CSc2nnc(-c3cccc(F)c3)o2)cc1OC	?	2%	0%	12%[57.1 µM]	-1%	23%[57.1 µM]	3.7%	-16%	3%
COCCCn1c(=O)c2ccccc2n(CC(=O)NCCC2=CCCCC2)c1=O	-18%	2%	-4%	9%[57.1 µM]	3%	27%[57.1 µM]	-1.9%	-5%	2%
CCOC(=O)c1c(N2C(=O)C3C4C=CC(O4)C3C2=O)sc2c1CCCC2 (stereo not given)	-17%	-17%	-10%	-2%	?	13µM*	5.5%	?	4%
C[C@@H]1CCC[C@@]2(O[C@H](CCO)C[C@@H](O)[C@@H]2O)O1	?	-1%	3%	12%	?	27%	5.2%	-15%	3%
CC1(C2CC2)NC(=O)NC1=O (stereo not given)	-4%	-3%	-1%	-3%	3%	-6%	-1.6%	-17%	3%
CCN(CC)CCN(Cc1cc2cc3c(cc2[nH]c1=O)OCO3)C(=S)NC	-12%	-4%	-4%	87%[activator]	0%	50%[activator]	-0.9%	-10%	0%
Cc1ccccc1OCC(=O)OCc1cc(=O)n2nc(C3CCCCC3)sc2n1	-31%	-1%	-5%	5%[57.1 µM]	-20%	18%[57.1 µM]	5.4%	-12%	1%
CC(=Nc1ccccc1)C1=C(O)CSC1=O	-18%	-6%	1%	7%	3%	-27%	1.6%	-35%	-4%
C[C@H](NC(=O)[C@H]1N2C(=O)c3ccccc3C2SC1(C)C)C(=O)N1CCC[C@H]1C(=O)O (stereo not given in full)	2%	2%	1%	4%	4%	9%	0.9%	11%	-11%
CCOC(=O)c1noc2ncnc(NCc3ccccc3OC)c12	-13%	-17%	1%	-4%[57.1 µM]	-16%	3%[57.1 µM]	-0.4%	-4%	9%
Cc1cccc(C(=O)Nc2onc(C)c2C#N)c1	-8%	10%	-8%	1%	0%	10%	-1.1%	0%	12%
Cc1ncc(CC(=O)n2cc(C(=O)c3cc(F)ccc3O)cn2)s1	-4%	2%	-2%	6%[57.1 µM]	-9%	-26%[57.1 µM]	-0.1%	-1%	1%
CCOc1cc(C(=O)NCCCn2ccnc2)cc(OCC)c1OCC	-17%	1%	0%	-4%	-27%	-9%	3.3%	4%	2%
O=C(CSc1nc(C2CCCCC2)n(-c2ccccc2)n1)NCCN1C(=O)CSC1=O	-18%	0%	5%	5%	-12%	11%	-0.1%	-24%	5%
COc1cc(OC)c(NC(=O)CN2CCCN(Cc3ccccc3C)S2(=O)=O)cc1Cl	-9%	-3%	-1%	-2%[57.1 µM]	-9%	4%[57.1 µM]	0.8%	-13%	-11%
CC12C(=O)N(c3ccccc3C(=O)O)C(=O)C1C1C=CC2C1 (stereo not given)	-9%	3%	2%	0%	0%	-3%	0.2%	0%	0%
COC(=O)[C@@H]1C[C@@H]2CC[C@@H](O)C[C@@H]2N1Cc1ccc(OC)cc1	-14%	2%	-9%	3%	4%	-9%	1.9%	-8%	-6%
CCc1ccc2[nH]c(=O)c(C(c3nnnn3Cc3ccc(OC)cc3)N3CCOCC3)cc2c1 (stereo not given)	-4%	0%	-4%	1%	?	-21%	1.0%	5%	0%
COc1ccc(C(=O)NCCCN2CCCC2=O)cc1S(=O)(=O)N1CCOCC1	-21%	-8%	-4%	/	2%	/	/	/	-5%
COC(=O)C1=C(C)NC(C)=C(C(=O)OC)C1C(=O)OC1CCCCC1=O (stereo not given)	6%&-14%	8%&-3%	-1%&2%	1%&10%	-3%&-2%	-17%&-17%	0.9%	0%&4%	-3%&-6%
Cc1ccc(NS(=O)(=O)c2cccc(C(=O)N3CCN(C(=O)c4ccco4)CC3)c2)cc1	-1%	-21%	0%	1%	-2%	6%	-0.2%	-2%	-11%
O=C(C1CCCN(S(=O)(=O)c2ccc(F)cc2)C1)N1CCOCC1 (stereo not given)	-21%	-27%	0%	9%	-7%	12%	/	-19%	2%
CC(C)N1C(=O)C2C(C(=O)NCc3ccccc3)C3C=CC2(O3)C1C(=O)NC(C)(C)C (stereo not given)	-12%	?	-4%	3%	5%	7%	0.6%	13%	0%
CCN(CC)C(=O)COc1ccc(/C(C)=N/NC(=O)c2ccccc2-n2cccc2)cc1	-16%	3%	-1%	2%	335%[activator]	6%	-1.4%	-9%	-4%
CCc1ccc(C(C)NC(=O)c2ccc3c(c2)OCO3)cc1 (stereo not given)	-19%	0%	0%	-4%	288%[activator]	16%	-0.5%	22%	-6%
COc1ccccc1NS(=O)(=O)c1cc(NC(=O)c2ccccc2C)ccc1N1CCOCC1	-5%	-6%	-2%	-5%	180%[activator]	9%	/	-7%	6%
O=C1NC(=Nc2ccccc2Cl)SC1(CO)CO	-10%	3%	-4%	-1%	?	11%	2.1%	-5%	-7%
O=S(=O)(Nc1ccc(Cl)cn1)c1cccc(S(=O)(=O)c2ccccc2)c1	0%	-8%	1%	0%	-1%	8%	-1.1%	-6%	-1%
CSc1ccccc1C(=O)Nc1cccc([N+](=O)[O-])c1	-19%	?	-6%	4%[57.1 µM]	-13%	8%[57.1 µM]	-0.4%	-27%	26%
O=c1c2ccccc2oc2ccc(-c3ccc4[nH]ccc4c3)cc12	-22%	0%	1%	10%[57.1 µM]	-17%	6%[57.1 µM]	/	20%	-10%
CCOc1cc(NC(=O)c2ccco2)c(OCC)cc1NC(=O)c1cc(OC)c(OC)c(OC)c1	-16%	0%	0%	101%[activator]	-11%	21%	4.6%	11%	-9%
O=C(O)/C=C/C(=O)NC1CC1	-19%	0%	-1%	2%	-13%	16%	-0.4%	-21%	11%

Two of the compounds above, with bars between the fields.
Structure | USP1 inh | Vif-APOBEC3F blk | Vif-APOBEC3G blk | TrxR1 substrate | ALOX12 inh | rTrxR1 inhibitor | RXFP1 agonist | RGS4 inhibitor | IDH1 R132H inh
CC1(C2CC2)NC(=O)NC1=O (stereo not given) | -4% | -3% | -1% | -3% | 3% | -6% | -1.6% | -17% | 3%
CCN(CC)CCN(Cc1cc2cc3c(cc2[nH]c1=O)OCO3)C(=S)NC | -12% | -4% | -4% | 87%[activator] | 0% | 50%[activator] | -0.9% | -10% | 0%

Continued.
SMILES	USP1 inh	Vif-APOBEC3F blk	Vif-APOBEC3G blk	TrxR1 substrate	ALOX12 inh	rTrxR1 inhibitor	RXFP1 agonist	RGS4 inhibitor	IDH1 R132H inh
CN(C)C=Nc1nonc1-c1ccc(Cl)cc1	-25%	7%	-7%	2%	125%[activator]	23%	1.1%	4%	10%
Cc1cnc(NC(=O)CCCc2nc3ccccc3s2)s1	-15%	?	-6%	-3%[57.1 µM]	?	17%[57.1 µM]	-0.1%	?	7%
S=C1NC(c2ccccc2)=CC(c2ccccc2)N1 (stereo not given)	-6%	?	-2%	-1%[57.1 µM]	?	3%[57.1 µM]	-2.6%	-47%	0%
Cc1cc(C)nc(Oc2ccc(Br)cc2)n1	-4%	0%	2%	4%	2%	21%	0.1%	16%	-1%
COCCNc1ncnc2c1cnn2Cc1ccccc1Cl	7%	-11%	?	3%	10%	14%	2.5%	37%	8%
CCOC(=O)c1c(C)n(C)c2ccc(OCCN(C)C)cc12	-3%	2%	1%	-7%	183%[activator]	-10%	1.8%	8%	-1%
CC1CCC(N2CCNCC2)CC1 (stereo not given)	-23%	-9%	5%	7%	-27%	28%	0.9%	6%	-2%
CCN(CC(=O)Nc1ccccc1C(F)(F)F)C(=O)c1ccc2c(c1)NC(=O)CS2	-10%	2%	-3%	10%[57.1 µM]	-25%	24%[57.1 µM]	2.0%	-13%	0%
CCC1CN(CC(=O)NCc2cccc(Br)c2)c2ccccc2S1 (stereo not given)	-34%	2%	0%	1%[57.1 µM]	?	24%[57.1 µM]	-0.2%	-8%	4%
CC(=O)Nc1ccc(OCC(O)CN2C(C)CCCC2C)cc1 (stereo not given)	-10%	3%	3%	-11%	-7%	-11%	0.5%	-17%	4%
